A549 tox: counter-screen for Nrf2 inhibitors: cytotoxicity in A549 cells; Potency, µM (top dose mostly 46 µM), for inactives: top-dose activity change, negative = cytotoxicity, actives largely listed as inhibitors; actives 0.16% (n = 390,000); AID 504648; A549 ARE-Fluc cells, CellTiter-Fluor viability, 18-24 h; also: % is scaled to controls: 0 for no effect and ±100 for the full control effect
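A549 ARE-Fluc cells in 5% FBS OPTI-MEM, 5000 cells/well, rested 2 h then exposed to compounds in concentration-response for 18-24 h at 37 °C. Viability by CellTiter-Fluor fluorescence (Ex 405/Em 525) after 30 min; luciferase luminescence (BugLite, 15 min, RT) read afterwards.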
ATXN2 expr inh: inhibitors of ATXN2 expression; HEK-293 ATXN2-luciferase reporter, luminescence, 24 h; Potency, µM (series often up to 57 µM), without a hit: at the highest dose activity change, negative = inhibition, hits mostly inhibitors; actives 0.72% (n = 360,000); AID 1745845; also: % is scaled to controls: 0 for no effect and ±100 for the full control effect; nearly all actives have a fitted effect of over 55% in size
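ATXN2-luciferase reporter cells (luciferase flanked by upstream and downstream ATXN2 gene portions) were treated 24 h at 37 °C with compounds at up to 57 uM. SteadyGlo luminescence gave expression; GF-AFC fluorescence gave viability.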
EPAC2 antag: blocks human EPAC2 exchange factor; Q8WZA2; EPAC2 GEF exchange of Rap1B-BODIPY-GDP, fluorescence; Potency, µM (titrated, usually from 114 µM), without a hit: at the highest dose activity, negative = inhibition, usual class: inhibitors; actives 0.18% (n = 360,000); also: % is scaled to controls: 0 for no effect and ±100 for the full control effect; nearly all actives have a fitted effect of over 45% in size; many of its hits are not listed in these tables
Target sequence (Q8WZA2 whole entry, looked up): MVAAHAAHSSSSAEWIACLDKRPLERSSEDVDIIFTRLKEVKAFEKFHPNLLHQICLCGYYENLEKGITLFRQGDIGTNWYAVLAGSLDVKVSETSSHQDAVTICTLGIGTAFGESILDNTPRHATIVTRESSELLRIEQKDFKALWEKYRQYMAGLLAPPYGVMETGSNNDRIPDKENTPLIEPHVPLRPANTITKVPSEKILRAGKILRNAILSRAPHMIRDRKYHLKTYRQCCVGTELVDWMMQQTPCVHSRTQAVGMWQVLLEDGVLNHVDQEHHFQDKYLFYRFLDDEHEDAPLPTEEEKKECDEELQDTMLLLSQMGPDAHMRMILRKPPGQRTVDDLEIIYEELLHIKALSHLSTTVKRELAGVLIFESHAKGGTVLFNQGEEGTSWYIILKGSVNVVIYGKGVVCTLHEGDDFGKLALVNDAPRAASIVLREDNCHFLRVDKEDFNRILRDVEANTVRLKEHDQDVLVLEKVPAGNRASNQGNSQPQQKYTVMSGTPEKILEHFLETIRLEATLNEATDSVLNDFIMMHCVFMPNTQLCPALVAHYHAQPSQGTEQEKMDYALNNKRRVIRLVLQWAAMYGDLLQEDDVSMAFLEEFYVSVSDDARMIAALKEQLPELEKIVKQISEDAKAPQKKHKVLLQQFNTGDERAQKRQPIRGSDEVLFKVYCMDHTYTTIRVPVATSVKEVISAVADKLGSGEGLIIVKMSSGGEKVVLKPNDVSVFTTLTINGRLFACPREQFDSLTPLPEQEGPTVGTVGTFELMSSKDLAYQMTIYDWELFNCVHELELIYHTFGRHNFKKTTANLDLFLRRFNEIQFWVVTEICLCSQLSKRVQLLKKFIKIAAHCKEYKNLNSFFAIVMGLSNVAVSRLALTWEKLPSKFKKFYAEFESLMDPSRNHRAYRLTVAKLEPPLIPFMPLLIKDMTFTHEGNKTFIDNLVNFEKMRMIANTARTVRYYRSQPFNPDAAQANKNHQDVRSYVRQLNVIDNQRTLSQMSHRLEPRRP
Nrf2 inh: inhibitors of Nrf2 signaling; A549 ARE-Fluc reporter, luciferase luminescence, 18-24 h; Potency, µM (top dose mostly 46 µM), for inactives: top-dose activity change, negative = inhibition, usual class: inhibitors; actives 2.1% (n = 360,000); AID 504444; also: % is scaled to controls: 0 for no effect and ±100 for the full control effect; nearly all actives have a fitted effect of over 60% in size
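Quantitative HTS in A549 cells stably bearing an antioxidant response element-firefly luciferase construct. Inhibition of Nrf2-driven transcription was scored by luminescence after 18-24 h of compound exposure at 37 °C.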
S2 tox: cell viability loss in ATXN counter-screen | actives 0.49% (n = 400,000) | S2 cells (HEK-293 line with an ATXN2-luciferase reporter) viability, CellTiter-Fluor protease fluorescence, 24 h | Potency, µM (highest dose often 56.7 µM), hits mostly cytotoxic; also: nearly all actives have a fitted effect of over 40% in size
HepG2 viability: kills HepG2 cells in TGF-b inhibitor counter-screen | Potency, µM (highest dose often 46.1 µM), for the others: top-dose activity change, negative = cytotoxicity, most hits filed as cytotoxic | actives 0.76% (n = 410,000) | HepG2 CAGA-GFP viability, ATP luminescence, 18 h | AID 588856; also: some results filed as inactive show a strong effect at the top dose
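HepG2 CAGA-GFP cells (1000/well, DMEM with 1% FBS) received compound, then TGF-beta at 500 pg/mL final, and were incubated 18 hours at 37 degrees C. Viability was read by CellTiter-Glo luminescence. Media-only wells were set as complete cell-killing and DMSO as no toxicity.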
MCF10A rereplic: DNA re-replication induction in MCF 10a cells; MCF 10A DNA re-replication, Hoechst nuclear intensity, 48 h; Potency, µM (highest dose often 46.1 µM), for the others: top-dose activity, positive = re-replication, usual class: activators; actives 2.9% (n = 350,000); AID 624296; also: % of control where 0% means no effect; nearly all actives have a fitted effect of over 50% in size
Nrf2 ARE act: activates Nrf2 signaling | AREc32 ARE-luciferase reporter (MCF7-derived line), luminescence, 24 h | Potency, µM (highest dose often 46.1 µM), without a hit: at the highest dose activation, hits mostly activators | actives 0.31% (n = 410,000) | AID 624171; also: % of control where 0% means no effect; nearly all actives have a fitted effect of over 65% in size
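AREc32_Fluc, 1000 cells/well, OPTI-MEM + 5% FBS, o/n 37 deg C 5% CO2; 23 nL cpd by pin tool, 24 hr; Steady-Glo 30 min RT, luminescence.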
TGFb SMAD3 inh: TGF-b pathway inhibition; HepG2 CAGA-GFP TGF-b/SMAD3 reporter, GFP fluorescence, 18 h; TGF-beta stimulated, 500 pg/mL final; Potency, µM (top dose mostly 46.1 µM), for the others: at the top dose activity, negative = inhibition, actives largely listed as inhibitors; actives 1.2% (n = 410,000); AID 588855; also: % is scaled to controls: 0 for no effect and ±100 for the full control effect; nearly all actives have a fitted effect of over 65% in size
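Cell-based qHTS in HEPG2 carrying a CAGA-GFP Smad reporter; compounds added before 500 pg/mL final TGF-beta, 18 h incubation at 37 degrees C, GFP fluorescence quantified per cell by imaging cytometry.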
Numbers without * were called inactive; i = inactive; ? = inconclusive; · = no result given; [ ] = dose if it differs, or a comment. Calls follow the shape of the dose curve; as a rule, active = well fitted curve in the direction sought with a large enough effect; inconclusive = small, poorly fitted or top-dose-only effect, or another doubt; inactive = no such curve, though single readings can be large; an effect the other way counts as inactive or inconclusive. Potency is read from the fitted curve at half-maximal effect.

SMILES | A549 tox | ATXN2 expr inh | EPAC2 antag | Nrf2 inh | S2 tox | HepG2 viability | MCF10A rereplic | Nrf2 ARE act | TGFb SMAD3 inh
CCN(CC)c1cc(C)c2cc(NC(=O)c3ccc(F)cc3Cl)ccc2n1 | -15% | ? | · | -10%[9.27 µM] | ? | -27% | · | 4.0% | 0%
Cc1ccc(-c2nc(S(=O)(=O)c3ccc(C)cc3)c(SCC(=O)NC3CCCCC3)o2)cc1 | 0% | 12% | · | 4%[9.27 µM] | i | -3% | · | 0.6% | -2%
CSc1nnnn1-c1ccc(C(=O)OCC(=O)N2CCOCC2)cc1 | · | 5% | 0% | -16% | i | -19% | 5% | -0.8% | 2%
COc1ccc(CNC(=O)[C@H](C)N2C(=O)N3CCc4c([nH]c5ccccc45)[C@@]3(C)C2=O)cc1OC | -2% | -4% | -10% | 16µM* | i | -40% | -18% | 0.6% | -3%
Cc1cc(=S)c2ccccc2[nH]1 | -2% | 1% | -2% | ? | i | 9% | ? | 3.2% | -11%
COc1ccc(CCNC(=O)Cn2cnc3c(cnn3C(C)(C)C)c2=O)cc1OC | -9% | 10% | -3% | 4% | i | -15% | -7% | -0.1% | 0%
CC(C)C[C@H](NS(=O)(=O)c1ccc(Br)cc1)C(=O)O | 6% | -4% | 3% | · | i | 12% | -17% | -0.3% | 2%
COc1ccc(CCNC(=O)c2cc3c(F)cccc3s2)cc1OC | 8% | ? | -5% | ? | ? | -4% | 10% | 3.1% | 5%
CCN1CCN(Cc2ccc(NC(=O)c3ccc(C)c(NC(=O)c4nccnc4N)c3)cc2C(F)(F)F)CC1 | -6% | 28µM* | -6% | 12% | ? | -118% | 24% | -5.5% | ?
Cc1ccccc1NC(=O)COc1ccc(Br)cc1CNCCCO | 3% | · | -15% | 16% | i | 4% | -2% | 0.2% | 11%
COc1cc([N+](=O)[O-])ccc1NC(=O)Nn1cnnc1 | -13% | 4% | 1% | 3% | i | 3% | -19% | -0.4% | -5%
Cc1ccc(C)c(Cn2c3ccccc3c3cnn(CC(=O)N4CCCCC4)c(=O)c32)c1 | 6% | 2% | · | 12% | i | 1% | · | -1.0% | -16%
Cc1cc(C)cc(C(=O)NCCN2CCOCC2)c1 | 5% | -6% | 8% | 29% | i | -10% | -3% | -0.5% | 25%
CCCOc1ccc(C2c3c(oc4cc(C)c(C)cc4c3=O)C(=O)N2CCCN(C)C)cc1 (configuration not stated) | -6% | -7% | 0% | 12% | i | -19% | 4% | -1.2% | -1%
CC(C)C[C@H](NC(=O)OC(C)(C)C)C(=O)N1CCC(C(=O)N[C@@H](Cc2c[nH]c3ccccc23)C(=O)O)CC1 | -1% | 1% | 4% | 1% | i | -4% | 0% | 0.0% | 5%
Cc1c(C)n(Cc2ccc(Cl)cc2)c2ccc(C(=O)NCCN3CCOCC3)cc12 | ? | -11% | -13% | ? | i | -28% | 12µM* | 3.4% | -15%
Cc1ccc(NC(=O)CSc2ccc3nnc(-c4cccnc4)n3n2)cc1 | -7% | 9% | -9% | 3% | i | -1% | -12% | -0.2% | 0%
COc1ccc(CNc2ccccc2SC)cc1OC | 3% | 64%[activator] | -1% | 3% | i | -8% | 9% | 5.1% | ?
C#CCNC(=O)C[C@@H]1C[C@@]2(C(=O)OC)CCCCC=C2N(Cc2ccc(Cl)cc2Cl)C1=O | · | -23% | -16% | · | ? | · | · | 4.5% | ·
CCN(CC)/C(N)=N/c1nc(C)cc(C)n1 | 1% | 12% | 0% | 4% | i | 6% | -6% | 0.1% | -3%
COc1cc(NC(=O)c2ccccc2-n2cnnn2)cc(OC)c1 | 3% | 4% | -5% | -1% | i | -8% | -10% | 0.0% | 0%
CC(=O)C(Cl)C(=O)Nc1ccccc1 (configuration not stated) | -4% | 3%[11.3 µM] | -1% | ? | ? | -45% | ? | 6.8% | ?
CCOC(=O)c1c(C)[nH]c(C(=O)COC(=O)CNC(=O)c2ccc(Br)cc2)c1C | -4% | 24% | 9% | 5% | i | 4% | 7% | 3.2% | 4%
O=C(c1ccco1)N1CCN=C1SCc1cccnc1 | -3% | 3% | 18% | -9% | i | -18% | -3% | -0.5% | -9%
CCC(=O)Nc1cc2c(cc1C(C)=O)OCCO2 | -5% | -3% | -2% | 9% | i | 10% | 10% | -0.2% | 0%
SMILES | A549 tox | ATXN2 expr inh | EPAC2 antag | Nrf2 inh | S2 tox | HepG2 viability | MCF10A rereplic | Nrf2 ARE act | TGFb SMAD3 inh
COc1cccc(CCNC(=O)CCc2nnc(-c3cc(C)oc3C)o2)c1 | -4% | 4% | 15% | 2% | i | 2% | -2% | -0.3% | 18%
CC1CN(C=O)CC(C)N1CCN1C(C)CN(C=O)CC1C (configuration not stated) | -9% | -4% | -5% | -9% | i | 1% | 1% | -0.1% | -4%
Fc1ccc2nc(N3CCCC3)sc2c1 | -3% | 28% | 0% | ? | i | 3% | 2% | 2.3% | -5%
O=C(Nc1nc2ccc(Cl)cc2s1)c1ccco1 | -1% | 10% | -2% | ? | i | -13% | 13% | ? | 1%
CCOc1ccc(C(=O)COC(C)=O)cc1 | 0% | 0% | 11% | · | i | 21% | 0% | -0.1% | -1%
CCN1CCN(C(C(=O)NC2CCCCC2)c2cc3ccccc3o2)CC1 (configuration not stated) | · | 7% | 5% | · | i | -12% | · | 0.5% | -14%
COC(=O)Cc1nnc(NC(=O)C(C)C)s1 | -3% | · | 7% | 8% | · | 10% | 4% | 0.2% | 17%
O=C(CN1CCOCC1)N/N=C/c1cc2ccccc2nc1Cl | 2% | 5% | 8% | 5% | i | 3% | 1% | -0.5% | 9%
CCOc1c(OC)cccc1C(=O)NCC1(c2ccccc2)CCCC1 | 0% | · | ? | ? | i | -61% | 21µM* | -0.3% | -17%
O=C(NCC1CCCO1)c1ccc(CNS(=O)(=O)c2cccc(Cl)c2)cc1 (configuration not stated) | 5% | -14% | 8% | 2% | i | -23% | ? | -0.6% | 9%
Cc1oc(-c2cccc(Cl)c2)nc1CSc1nnc(C)n2c1cc1occc12 | 7% | · | · | 6% | · | 2% | · | 4.5% | -1%
COc1ccc(-c2cn(-c3ccc(C)cc3)c(=O)n2CC(=O)Nc2cccc(F)c2)cc1 | 4% | 38% | -2% | ? | i | -22% | 10% | 4.1% | -3%
Cc1cccc(N2CCN(C(=O)C3CCCN(S(=O)(=O)c4ccc(Br)s4)C3)CC2)c1C (configuration not stated) | -6% | · | · | 10µM* | · | -26% | · | -1.3% | ?
CC1(Cc2ccc(Cl)s2)C(=O)Nc2c(Cl)ccc(Cl)c21 (configuration not stated) | · | -37% | -21% | · | i | -71% | · | -0.2%[9.22 µM] | ?
COc1cccc(-c2ncc3ccccc3c2COC(=O)c2ccc(Br)cc2)c1 | 4% | -15% | 10% | -19% | i | 2% | 0% | 3.4% | 8%
Cc1cccc(NC(=S)N/N=C/c2ccc([N+](=O)[O-])s2)c1 | ? | 20µM* | 4% | 11µM* | · | 6.3µM* | ? | -0.7% | 7.1µM*
Fc1ccccc1CN(CCN1CCOCC1)C(=S)Nc1ccccc1Cl | 0% | · | -7% | ? | i | -2% | 0% | -0.1% | 0%
COc1ccc(-c2sc3ccccc3c2-c2ccc(O)cc2)cc1 | 1% | ? | -18% | ? | ? | -108% | ? | 11% | ?
CCc1c(C#N)c(SCCC(=O)Nc2cccc(OC)c2)nc2c1C(=O)CC(C)(C)C2 | -7% | -7% | -3% | ? | ? | -1% | ? | 2.5% | ?
O=C(c1nc2ccc(Cl)cn2c1CN1CCC[C@H]1CO)N1CCc2ccccc2C1 | · | · | 6% | · | i | -3% | · | 3.7% | 7%
O=C(CCCc1ccccc1)Nc1cccnc1Cl | 7% | 23% | 5% | 10% | i | 0% | -45%[inhibitor] | -0.3% | -1%
COc1ccc(C(=O)Nc2ccc3nc(SCc4ccc(C)cc4)sc3c2)cc1 | -8% | -10% | · | -24% | ? | -3% | · | 0.1% | -12%
COc1cccc(-n2nnnc2SCC(=O)NCCc2ccccc2)c1 | 1% | 1% | -6% | -11% | i | 9% | -1% | -0.3% | -3%
NC(=O)C(=O)NN=C1C2CC3CC(C2)CC1C3 | -1% | -14% | 10% | 3% | i | -8% | 21% | 2.5% | -14%
COc1ccccc1CN1CC(C(=O)N(CCO)Cc2cccs2)CCC1=O (configuration not stated) | -4% | 6% | -10% | 20% | i | -9% | 5% | -0.4% | -9%
SMILES | A549 tox | ATXN2 expr inh | EPAC2 antag | Nrf2 inh | S2 tox | HepG2 viability | MCF10A rereplic | Nrf2 ARE act | TGFb SMAD3 inh
c1ccc(CSCc2nc3ccccc3[nH]2)cc1 | 20% | 62%[activator] | 22% | ? | i | -11% | 3% | 2.9% | -8%
CCc1noc2c1/C(=N\O)CC(c1ccccc1)C2 (configuration not stated) | 0% | -11% | -2% | -4% | i | -50% | 11% | 2.2% | 1%
C=CCn1c(N)c(S(=O)(=O)c2cccs2)c2nc3ccccc3nc21 | 2% | 3% | 1% | -11% | i | 20% | -5% | 0.2% | -4%
Cc1ccc(C2C(C#N)=C(N)Oc3c2oc(CO)cc3=O)o1 (configuration not stated) | -5% | 3% | 3% | 16% | i | -6% | -1% | -0.6% | ?
CC(C)c1ccc(NC(=O)c2ccc(NC(=O)CCS(=O)(=O)c3cccs3)cc2)cc1 | -4% | -7% | · | 5% | ? | -4% | · | 3.5% | -1%
O=C(c1ccc(Cl)c([N+](=O)[O-])c1)N(Cc1ccccc1)C1CCS(=O)(=O)C1 (configuration not stated) | -7% | -2% | 20% | -8% | ? | -3% | 3% | -0.4% | -3%

For convenience, part of the list above:
SMILES | A549 tox | ATXN2 expr inh | EPAC2 antag | Nrf2 inh | S2 tox | HepG2 viability | MCF10A rereplic | Nrf2 ARE act | TGFb SMAD3 inh
COc1ccccc1CN1CC(C(=O)N(CCO)Cc2cccs2)CCC1=O (configuration not stated) | -4% | 6% | -10% | 20% | i | -9% | 5% | -0.4% | -9%
c1ccc(CSCc2nc3ccccc3[nH]2)cc1 | 20% | 62%[activator] | 22% | ? | i | -11% | 3% | 2.9% | -8%
CCc1noc2c1/C(=N\O)CC(c1ccccc1)C2 (configuration not stated) | 0% | -11% | -2% | -4% | i | -50% | 11% | 2.2% | 1%
C=CCn1c(N)c(S(=O)(=O)c2cccs2)c2nc3ccccc3nc21 | 2% | 3% | 1% | -11% | i | 20% | -5% | 0.2% | -4%

This is a subset, so the mix of outcomes need not match the whole.
